Source: PubChem BioAssay (Sanford-Burnham Center for Chemical Genomics)
SENP7 inh: inhibitors of human SENP7 protease | 330,000 tested, 1.5% active | recombinant SENP7, Z-RLRGG-aminoluciferin luminescence, 40 min | Q9BQF6 | AID 434973 | inhibition, % at 5 µM;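 active = inhibition above about 50% at the single test dose, limit read from the data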;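 note: plate controls were DMSO with enzyme for no effect and no enzyme buffer wells for full effect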
SENP8 block-1: inhibitors of human SENP8 protease; recombinant SENP8, Nedd8 substrate fluorescence; Q96LD8; AID 602440; inhibition, % at 20 µM; 360,000 tested, 0.64% active; in the data active = inhibition mostly above about 40%, no sharp cut-off; inactive = mostly below about 27%
Target sequence (Q96LD8 whole entry, looked up): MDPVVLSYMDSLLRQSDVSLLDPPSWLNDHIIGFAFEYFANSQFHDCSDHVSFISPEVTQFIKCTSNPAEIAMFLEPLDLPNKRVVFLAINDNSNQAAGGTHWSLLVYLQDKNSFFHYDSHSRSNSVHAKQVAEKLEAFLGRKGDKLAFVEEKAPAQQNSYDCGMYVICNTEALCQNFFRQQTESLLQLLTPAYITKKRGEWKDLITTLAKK
beta cell repl: induces beta-cell replication in MIN6 cells. MIN6 cells proliferation, ATPlite luminescence, 48 h; cells starved in 0.2% serum; 100% = growth in 10% serum. proliferation, % at 10 µM. 330,000 tested, 0.29% active. AID 2380;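 active = compounds whose signal lies at least 3.5 SD above the mean of all wells on their plate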;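 note: 0% = DMSO-treated cells in low-serum medium and 100% = 10% serum control; some compounds called inactive have numbers as strong as hits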
SENP6 inh: blocks the human protease SENP6; Recombinant SENP6 catalytic domain, aminoluciferin luminescence; inhibition, % at 10 µM; 330,000 tested, 1.8% active;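 active = inhibition above about 50% at the single tested dose, limit read from the data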;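 note: plate controls were DMSO wells with enzyme for no effect and DMSO wells lacking enzyme for full effect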
Target sequence (Q9GZR1 628-1112 limits assumed): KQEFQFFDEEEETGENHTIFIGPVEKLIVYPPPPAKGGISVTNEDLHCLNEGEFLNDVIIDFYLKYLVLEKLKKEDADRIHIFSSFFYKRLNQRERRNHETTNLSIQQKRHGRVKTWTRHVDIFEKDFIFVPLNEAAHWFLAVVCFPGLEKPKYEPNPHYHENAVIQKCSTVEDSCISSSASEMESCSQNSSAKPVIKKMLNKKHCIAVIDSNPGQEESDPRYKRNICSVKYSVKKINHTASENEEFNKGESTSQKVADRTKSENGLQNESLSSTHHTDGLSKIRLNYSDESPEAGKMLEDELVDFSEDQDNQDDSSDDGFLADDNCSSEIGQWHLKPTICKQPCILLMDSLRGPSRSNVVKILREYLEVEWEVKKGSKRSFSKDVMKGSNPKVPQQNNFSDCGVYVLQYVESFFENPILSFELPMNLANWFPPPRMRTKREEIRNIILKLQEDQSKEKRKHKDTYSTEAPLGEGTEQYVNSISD
SENP8 block-2: blocks the human protease SENP8; inhibition, % at 10 µM; purified SENP8, Z-RLRGG-aminoluciferin cleavage, luminescence; Q96LD8; AID 2540; 330,000 tested, 1.2% active; in the data active = inhibition above about 50%
PfG6PD inh: PfG6PD (Plasmodium falciparum) enzyme inhibition; PfGluPho enzyme, NADPH resazurin-diaphorase fluorescence; inhibition, % at 20 µM; 350,000 tested, 0.78% active; AID 504690;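 active = inhibition reaching at least a set limit at 20 µM in the primary screen, cut at about 59% in these data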;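 note: 0% = DMSO wells with substrate and 100% = DMSO wells lacking glucose-6-phosphate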
HKDC1 inh: HKDC1 (human) hexokinase inhibition. AID 493160. 340,000 tested, 0.16% active. Q2TB90. recombinant HKDC1, G6PDH/diaphorase resazurin coupled fluorescence. inhibition, % at 20 µM;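 active = inhibition above about 35% when tested at 20 µM, limit read from the data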;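 note: plate controls were DMSO wells with enzyme for no effect and DMSO wells lacking enzyme for full effect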
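Material: recombinant HKDC1 hexokinase; Amount: HKDC1 at 5 µg/mL; Medium: Tris pH 8.0 buffer with MgCl2, Tween-20, BSA, BME; Schedule: 90 min reaction incubation at room temperature, dark; Technique: coupled resazurin fluorescence, excitation 525 nm, emission 613 nm.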
UBC13 inh: blocks human UBC13 polyubiquitin chain formation. TR-FRET. inhibition, % at 20 µM. 330,000 tested, 0.47% active; in the data active = inhibition above about 45%, passing the limit was not always enough
Target sequence (P61088 whole entry, looked up): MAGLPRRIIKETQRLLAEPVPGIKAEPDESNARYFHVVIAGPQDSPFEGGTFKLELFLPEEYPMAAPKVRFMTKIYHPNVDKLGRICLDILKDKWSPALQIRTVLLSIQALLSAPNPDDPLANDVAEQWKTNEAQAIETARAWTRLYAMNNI
SENP1 FRET inh: blocks the human SENP1 SUMO protease catalytic domain; Q9P0U3; recombinant SENP1 catalytic domain, CyPet-SUMO1-YPet FRET cleavage; inhibition, % at 10 µM; 360,000 tested, 0.21% active; AID 624204;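 active = inhibition at least 30% at 10 µM, raw YFP signal under a set limit, fluorescence ratio 0.5 to 1.5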;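 note: 0% = enzyme with DMSO and 100% = no enzyme wells; some results filed as inactive read as strong as hits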
Target sequence (Q9P0U3 419-644 limits assumed): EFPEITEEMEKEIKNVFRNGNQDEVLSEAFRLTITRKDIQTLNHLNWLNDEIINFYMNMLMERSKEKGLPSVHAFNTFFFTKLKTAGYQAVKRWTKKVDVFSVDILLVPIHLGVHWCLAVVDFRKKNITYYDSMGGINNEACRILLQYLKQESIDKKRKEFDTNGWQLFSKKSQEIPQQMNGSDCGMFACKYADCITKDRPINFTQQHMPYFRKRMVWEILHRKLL
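system = hSENP1 catalytic domain, recombinant | reagent = SFCypet-SUMO1-SFYpet substrate at 25 nM | doses = one dose per compound, 10 µM, 0.5% DMSO | incubation = enzyme reaction for 50 min at room temperature, dark | measured by = FRET, CFP and YFP emission | controls = no-enzyme low, enzyme-DMSO high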
Numbers without * were called inactive. No enrichment for hits; 4% or so of the library scored in one or more.

COc1ccc(S(=O)(=O)NNC(=O)c2cccs2)cc1 was read as SENP7 inh -3, SENP8 block-1 4, beta cell repl 2, SENP6 inh -17, SENP8 block-2 3, PfG6PD inh -22, HKDC1 inh -5, UBC13 inh 3 and SENP1 FRET inh -3.
For CC(=O)NNc1nc(-c2ccc(C)cc2)cs1 the results were SENP7 inh -4, SENP8 block-1 1, beta cell repl -3, SENP6 inh -10, SENP8 block-2 -2, PfG6PD inh 20, HKDC1 inh -8, UBC13 inh -5 and SENP1 FRET inh 0.
`Cc1ccc(SC[C@H](C)CN2CC[C@H](C)CCC2=O)cc1` gave SENP7 inh -6, SENP8 block-1 7, beta cell repl 4, SENP6 inh -1, SENP8 block-2 0, PfG6PD inh 2, HKDC1 inh -2, UBC13 inh 14 and SENP1 FRET inh 1.
O=C(O)c1ccc(/C=N/NC(=O)c2ccc(F)cc2)cc1 was read as SENP7 inh -7, SENP8 block-1 12, beta cell repl -1, SENP6 inh 1, SENP8 block-2 -4, PfG6PD inh 18, HKDC1 inh -6, UBC13 inh 5 and SENP1 FRET inh 1.
COC(=O)c1ccccc1NC(=O)CNc1ccc(F)c(S(=O)(=O)N2CCOCC2)c1 was read as SENP7 inh -7, SENP8 block-1 -4, beta cell repl -2, SENP6 inh -10, SENP8 block-2 11, PfG6PD inh -9, HKDC1 inh -2, UBC13 inh 6 and SENP1 FRET inh 4.
`O=C(c1cc(-c2ccccc2Cl)nc2ccc(Br)cc12)N1CCN(c2ccccn2)CC1` gave SENP7 inh -4, SENP8 block-1 6, beta cell repl -7, SENP6 inh -3, SENP8 block-2 -15, PfG6PD inh 11, HKDC1 inh -1, UBC13 inh 4 and SENP1 FRET inh 3.
COc1cccc(C(=O)c2c(C)c(CCC#N)n3ccccc23)c1 was read as SENP7 inh -9, SENP8 block-1 10, beta cell repl -1, SENP6 inh 4, SENP8 block-2 -7, PfG6PD inh -8, HKDC1 inh 3, UBC13 inh -10 and SENP1 FRET inh -2.
Cc1ccc(S(=O)(=O)CCC(=O)N2CCN(c3ccccc3F)CC2)cc1 was read as SENP7 inh 2, SENP8 block-1 7, beta cell repl -1, SENP6 inh -18, SENP8 block-2 5, PfG6PD inh 14, HKDC1 inh 0, UBC13 inh 6 and SENP1 FRET inh 1.
For O=C(NC1CCS(=O)(=O)C1)c1ccc(N2CCCCC2)c([N+](=O)[O-])c1 (stereo not given) the results were SENP7 inh 4, SENP8 block-1 12, beta cell repl -1, SENP6 inh -13, SENP8 block-2 3, PfG6PD inh -1, HKDC1 inh 4, UBC13 inh -19 and SENP1 FRET inh 2.
CCCCN(CC)C(=O)c1ccc(-c2ccccc2)cc1 was read as SENP7 inh 0, SENP8 block-1 6, beta cell repl 0, SENP6 inh 3, SENP8 block-2 -5, PfG6PD inh -1, HKDC1 inh 1, UBC13 inh 5 and SENP1 FRET inh -1.
For CCOC(=O)c1cc(-c2ccccc2)n(CC(=O)NC(C)(C)C)c1C the results were SENP7 inh 5, SENP8 block-1 12, beta cell repl 1, SENP6 inh -16, SENP8 block-2 2, PfG6PD inh 5, HKDC1 inh -6, UBC13 inh 5 and SENP1 FRET inh 1.
Cc1ccc(NC(=O)C(c2ccc(Cl)cc2)N2CCCCC2)cc1 (stereo not given) was read as SENP8 block-1 15, PfG6PD inh -2, HKDC1 inh 4 and SENP1 FRET inh -2.
For O=C(O)/C=C/C(=O)Nc1cc(F)ccc1F the results were SENP7 inh -4, SENP8 block-1 18, beta cell repl -2, SENP6 inh -31, SENP8 block-2 -7, PfG6PD inh -5, HKDC1 inh 0, UBC13 inh -2 and SENP1 FRET inh 3.
`COc1ccc(NC(=O)CCN2CCN(S(=O)(=O)c3ccc(Br)cc3)CC2)cc1` gave SENP7 inh -1, SENP8 block-1 -1, beta cell repl 1, SENP6 inh 3, SENP8 block-2 5, PfG6PD inh 5, HKDC1 inh 2, UBC13 inh 4 and SENP1 FRET inh 1.
For Cc1c(C(=O)OCC(=O)NC(=O)NC2CCCCC2)cccc1[N+](=O)[O-] the results were SENP7 inh 3, SENP8 block-1 -2, beta cell repl -2, SENP6 inh -5, SENP8 block-2 8, PfG6PD inh 23, HKDC1 inh -2, UBC13 inh 11 and SENP1 FRET inh 1.
`Cc1ccc(CC(=O)NCc2cccnc2)cc1` gave SENP7 inh 4, beta cell repl 2, SENP6 inh 0, SENP8 block-2 0 and UBC13 inh 11.
Screening COc1cccc(NC(=O)Cc2nnc(SCC(=O)NC(C)c3ccccc3)n2C)c1 (stereo not given) returned SENP7 inh -7, SENP8 block-1 6, beta cell repl -2, SENP6 inh -4, SENP8 block-2 3, PfG6PD inh 0, HKDC1 inh -3, UBC13 inh -4 and SENP1 FRET inh 4.
For CCOc1ccc(S(=O)(=O)N2CCOCC2)cc1NC(=O)CSCc1c(C)noc1C the results were SENP7 inh -4, SENP8 block-1 3, beta cell repl -4, SENP6 inh -6, SENP8 block-2 0, PfG6PD inh -6, HKDC1 inh 5, UBC13 inh -6 and SENP1 FRET inh 1.
`O=C(Nc1ncc2c(n1)-c1ccccc1OC2)c1ccccc1Cl` gave SENP7 inh -3, SENP8 block-1 -264, beta cell repl -2, SENP6 inh -17, SENP8 block-2 -13, PfG6PD inh 42, HKDC1 inh -2, UBC13 inh 4 and SENP1 FRET inh 0.
`O=C(NCCc1c[nH]c2ccccc12)c1ccc([N+](=O)[O-])cc1` gave SENP7 inh -4, SENP8 block-1 5, beta cell repl -1, SENP6 inh -17, SENP8 block-2 -10, PfG6PD inh 0, HKDC1 inh -1, UBC13 inh -10 and SENP1 FRET inh 3.
For Cn1c(=O)c2cc3c(nc2n(C)c1=O)CC(c1ccccc1)CC3=O (stereo not given) the results were SENP7 inh 0, SENP8 block-1 1, beta cell repl -3, SENP6 inh -7, SENP8 block-2 3, PfG6PD inh -11, HKDC1 inh -1, UBC13 inh 9 and SENP1 FRET inh 0.
Screening Cc1cc(NC(=O)CSc2nc3c(c(=O)n2Cc2ccccc2)SC(C)C3)no1 (stereo not given) returned SENP7 inh -3, SENP8 block-1 13, beta cell repl 2, SENP6 inh -14, SENP8 block-2 1, PfG6PD inh 34, HKDC1 inh -6, UBC13 inh 9 and SENP1 FRET inh 1.
Screening CC(NC(=O)/C(C#N)=C1\N=C(NC(=O)c2cccs2)c2ccccc21)c1ccccc1 (stereo not given) returned SENP7 inh -2, SENP8 block-1 -55, beta cell repl 0, SENP6 inh -3, SENP8 block-2 2, PfG6PD inh -29, HKDC1 inh 12, UBC13 inh -1 and SENP1 FRET inh -55.
CC1(c2ccccc2)NC(=O)N(CC(=O)NCc2cccc(Cl)c2)C1=O (stereo not given) was read as SENP7 inh 0, SENP8 block-1 6, beta cell repl 2, SENP6 inh -10, SENP8 block-2 3, PfG6PD inh 2, HKDC1 inh -5, UBC13 inh 4 and SENP1 FRET inh -12.
Screening O=C(Cc1ccccc1)NCCSCc1ccc(Cl)cc1 returned SENP7 inh 7, SENP8 block-1 7, beta cell repl 1, SENP6 inh -2, SENP8 block-2 5, PfG6PD inh -17, HKDC1 inh -6, UBC13 inh 9 and SENP1 FRET inh 2.
COc1ccc(CN2Cc3cccc4c3[C@@H](CC2=O)[C@H](O)[C@H](O)C4)cc1 was read as SENP7 inh 0, SENP8 block-1 16, beta cell repl -1, SENP6 inh 5, SENP8 block-2 1, PfG6PD inh -7, HKDC1 inh -5, UBC13 inh 7 and SENP1 FRET inh 0.
CCN(CC)CCCN(C(=O)c1ccco1)c1nc(-c2ccc(Cl)cc2)cs1 was read as SENP7 inh 2, SENP8 block-1 6, beta cell repl -5, SENP6 inh 4, SENP8 block-2 -7, PfG6PD inh 6, HKDC1 inh -5, UBC13 inh 16 and SENP1 FRET inh 1.
Cc1cc(C(=O)COC(=O)c2cccnc2Cl)c(C)n1-c1c(C)n(C)n(-c2ccccc2)c1=O was read as SENP7 inh -9, SENP8 block-1 3, beta cell repl 0, SENP6 inh -4, SENP8 block-2 -6, PfG6PD inh 7, HKDC1 inh -7, UBC13 inh -17 and SENP1 FRET inh 1.
Screening CC(Sc1ccc(S(=O)(=O)N2CCN(C)CC2)cn1)C(=O)NC1CCCCC1 (stereo not given) returned SENP7 inh 2, SENP8 block-1 -4, beta cell repl 1, SENP6 inh 10, SENP8 block-2 10, PfG6PD inh -2, HKDC1 inh -3, UBC13 inh -7 and SENP1 FRET inh 0.
C=C1C(=O)OC2C=C(CO)CCC=C(CO)CC(OC(=O)C(C)C)C12 (stereo not given) was read as SENP8 block-1 11, PfG6PD inh 10, HKDC1 inh 1 and SENP1 FRET inh 2.
`CCOC(=O)C(C#N)=CN1CCNc2ccccc21` gave SENP8 block-1 26, PfG6PD inh 2, HKDC1 inh 0 and SENP1 FRET inh 2.
For O=C(Nn1cnnc1)c1ccc(F)c(S(=O)(=O)N2CCCCC2)c1 the results were SENP7 inh 6, SENP8 block-1 11, beta cell repl 5, SENP6 inh -10, SENP8 block-2 1, PfG6PD inh -10, HKDC1 inh -5, UBC13 inh 0 and SENP1 FRET inh 4.
Screening CCOc1cc(/C=N\NC(=O)c2ccc(NC(=O)C(C)(C)C)cc2)ccc1OC(=O)c1ccc(OC)cc1 returned SENP7 inh -11, SENP8 block-1 -6, beta cell repl -3, SENP6 inh -16, SENP8 block-2 -2, PfG6PD inh -18, HKDC1 inh -6, UBC13 inh -30 and SENP1 FRET inh 4.
`CC(C(=O)N1CCOCC1)n1cc([N+](=O)[O-])cn1` (stereo not given) gave SENP7 inh 1, SENP8 block-1 24, beta cell repl -2, SENP6 inh -11, SENP8 block-2 -3, PfG6PD inh 4, HKDC1 inh 1, UBC13 inh -9 and SENP1 FRET inh 2.
O=C(NC1CCCc2c1cnn2-c1cc(F)cc(F)c1)c1ccncc1 (stereo not given) was read as SENP7 inh 6, SENP8 block-1 8, beta cell repl -3, SENP6 inh -3, SENP8 block-2 1, PfG6PD inh -4, HKDC1 inh 3, UBC13 inh 3 and SENP1 FRET inh -1.
Screening CC(=O)C(CC(=O)N1CCCc2ccccc21)C(=O)Nc1ccc(F)cc1 (stereo not given) returned SENP7 inh -6, SENP8 block-1 6, beta cell repl -1, SENP6 inh -10, SENP8 block-2 -12, PfG6PD inh -12, HKDC1 inh -6, UBC13 inh -2 and SENP1 FRET inh 1.
Screening COc1cc(OC)cc(-c2cc3ccc(OC)cc3cn2)c1 returned SENP7 inh 100*, SENP8 block-1 -304, beta cell repl -7, SENP6 inh 99*, SENP8 block-2 97*, PfG6PD inh 58, HKDC1 inh 8, UBC13 inh 12 and SENP1 FRET inh 0.
Screening Fc1ccc(OCCn2cnc(Cl)c2Cl)cc1 returned SENP7 inh 7, SENP8 block-1 22, beta cell repl -2, SENP6 inh 2, SENP8 block-2 -7, PfG6PD inh 34, HKDC1 inh -6, UBC13 inh -5 and SENP1 FRET inh 1.

Random excerpt: two entries already listed, in no set order.
Screening Fc1ccc(OCCn2cnc(Cl)c2Cl)cc1 returned SENP7 inh 7, SENP8 block-1 22, beta cell repl -2, SENP6 inh 2, SENP8 block-2 -7, PfG6PD inh 34, HKDC1 inh -6, UBC13 inh -5 and SENP1 FRET inh 1.
O=C(NC1CCCc2c1cnn2-c1cc(F)cc(F)c1)c1ccncc1 (stereo not given) was read as SENP7 inh 6, SENP8 block-1 8, beta cell repl -3, SENP6 inh -3, SENP8 block-2 1, PfG6PD inh -4, HKDC1 inh 3, UBC13 inh 3 and SENP1 FRET inh -1.
